AMA1-RON2 inh – qHTS for Inhibitors of AMA1-RON; Towards Development of Antimalarial Drug Lead: Primary Screen; Potency, µM (highest dose often 58.2 µM), inactives show at the highest dose activity change, negative = inhibition, most hits filed as inhibitors; Plasmodium falciparum AMA1 (3D7) - RON2 peptide interaction; AlphaScreen AMA1-biotinylated RON2 peptide binding; AID 720542, 2013; 360,000 compounds, 0.2% hits;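 also: potency is read from the fitted curve at half-maximal effect; 0% = vehicle wells and -100% = peptide control; nearly all actives have a fitted effect of over 45% in size; some results filed as inactive show a strong effect at the top dose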
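AMA1 (3D7) with his tag at 25 nM final met compounds first, then biotinylated RON2 peptide at 25 nM; detection used donor plus acceptor beads, 10 µg/mL apiece, read by AlphaScreen after 30 min at room temperature.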
LmPK inh – qHTS Assay for Inhibitors of Leishmania Mexicana Pyruvate Kinase (LmPK) | AID 1721, 2009 | purified LmPK, Kinase-Glo ATP luminescence, 1 h | 290,000 compounds, 0.37% hits | Potency, µM (doses to about 57.5 µM), inactives show top-dose activity change, negative = inhibition, actives largely listed as inhibitors | Q27686; also: potency is read from the fitted curve at half-maximal effect
Target sequence (Q27686 whole entry, looked up): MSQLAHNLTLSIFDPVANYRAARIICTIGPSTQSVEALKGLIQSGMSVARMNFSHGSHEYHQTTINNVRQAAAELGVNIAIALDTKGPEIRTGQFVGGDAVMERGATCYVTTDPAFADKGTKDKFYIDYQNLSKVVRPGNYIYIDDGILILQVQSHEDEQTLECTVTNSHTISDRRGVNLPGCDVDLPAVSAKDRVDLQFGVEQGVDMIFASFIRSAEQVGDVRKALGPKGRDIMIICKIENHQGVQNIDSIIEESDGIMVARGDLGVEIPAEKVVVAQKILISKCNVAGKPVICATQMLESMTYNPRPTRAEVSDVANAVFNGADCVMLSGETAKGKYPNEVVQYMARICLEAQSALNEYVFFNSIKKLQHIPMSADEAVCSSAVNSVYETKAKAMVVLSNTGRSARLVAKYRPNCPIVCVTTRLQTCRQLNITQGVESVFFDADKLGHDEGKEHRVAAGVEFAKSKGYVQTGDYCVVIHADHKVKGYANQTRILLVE
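Purified LmPK (0.1 nM) with 0.5 mM PEP and 0.1 mM ADP in imidazole buffer pH 7.2 with MgCl2/KCl, 1 h at room temperature. ATP formed was read by luciferase luminescence and normalized to no-enzyme and uninhibited controls.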
AmpC inh detg – qHTS Inhibitors of AmpC Beta-Lactamase (assay with detergent); AmpC hydrolysis of nitrocefin, absorbance 480 nm, 0.01% Triton; P00811; Potency, µM (series often up to 114 µM), for inactives: top-dose activity change, negative = inhibition, usual class: inhibitors; 370,000 compounds, 0.041% hits;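 also: potency is read from the fitted curve at half-maximal effect; 0% = no-compound wells and -100% = no-enzyme wells; nearly all actives have a fitted effect of over 25% in size; some results filed as inactive show a strong effect at the top dose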
Target sequence (P00811 whole entry, looked up): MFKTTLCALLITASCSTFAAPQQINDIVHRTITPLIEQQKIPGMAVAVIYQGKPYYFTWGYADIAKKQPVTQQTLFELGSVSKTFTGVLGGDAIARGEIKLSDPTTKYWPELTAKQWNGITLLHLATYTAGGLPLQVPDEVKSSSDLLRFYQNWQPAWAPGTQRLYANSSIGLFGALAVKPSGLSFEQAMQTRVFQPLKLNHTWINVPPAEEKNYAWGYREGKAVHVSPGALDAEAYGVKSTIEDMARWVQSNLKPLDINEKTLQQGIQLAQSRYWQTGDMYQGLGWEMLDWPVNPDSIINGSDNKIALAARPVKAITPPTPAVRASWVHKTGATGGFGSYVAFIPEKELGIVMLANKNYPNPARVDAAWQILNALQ
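20 mM phosphate pH 7.0 + 0.01% (detergent screen) or 0.0001% Triton X-100; 5.3 nM AmpC reagent; cpd preinc 15 min RT; nitrocefin (800 uM stock) to start; A480 q20 s × 4 min; Activity was normalised to no-enzyme and no-compound control wells.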
Sm TGR block – qHTS Assay for the Inhibitors of Schistosoma Mansoni Peroxiredoxins; 360,000 compounds, 3% hits; Schistosoma mansoni thioredoxin glutathione reductase (TGR), Q962Y6; AID 485364, 2010; purified TGR, DTNB reduction, TNB absorbance 405 nm; Potency, µM (doses to about 114 µM), without a hit: top-dose activity change, negative = inhibition, usual class: inhibitors; also: potency is read from the fitted curve at half-maximal effect; nearly all actives have a fitted effect of over 60% in size
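First, TGR (20 nM dispensed) and NADPH were mixed with compound. Second, a 15 min room-temperature incubation followed. Third, further NADPH and then DTNB were added to start the reaction. Finally, TNB absorbance was monitored kinetically.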
HCMV inh – qHTS Assay for inhibitors of the human cytomegalovirus (HCMV). AID 1259415, 2018. 410,000 compounds, 4.5% hits. HFF cells, HCMV-luciferase reporter, 72 h; stronger effect = lower value. activity change, negative = inhibition, % at 57.5 µM; in the data active = activity change below about -60%; inconclusive = no clear call, values can overlap the other calls; inactive = above about -39%
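Compounds were evaluated in HFFs infected with an HCMV luciferase reporter virus (MOI 1 PFU/cell). Luciferase in lysates collected 72 h post infection served as the replication measure.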
AmpC inh no detg – qHTS Inhibitors of AmpC Beta-Lactamase (assay without detergent); P00811; Potency, µM (series often up to 57.1 µM), for the others: top-dose activity change, negative = inhibition, most hits filed as inhibitors; AmpC nitrocefin hydrolysis, absorbance 480 nm, 0.0001% Triton; 330,000 compounds, 0.52% hits; AID 485341, 2010;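 also: potency is read from the fitted curve at half-maximal effect; plate controls were no compound for no effect and no enzyme for full effect; nearly all actives have a fitted effect of over 20% in size; some results filed as inactive show a strong effect at the top dose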
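20 mM phosphate pH 7.0 + 0.01% (detergent screen) or 0.0001% Triton X-100; 5.3 nM AmpC reagent; cpd preinc 15 min RT; nitrocefin (800 uM stock) to start; A480 q20 s × 4 min; Activity was normalised to no-enzyme and no-compound control wells.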
Tb PYK inh – qHTS of Trypanosoma Brucei Inhibitors | pyruvate kinase (Trypanosoma brucei), Q57TT1 | TbPYK enzyme, Kinase-Glo Plus ATP luminescence, 45 min | Potency, µM (titrated, usually from 76.8 µM), for inactives: top-dose activity, negative = inhibition, most hits filed as inhibitors | 410,000 compounds, 0.12% hits; also: potency is read from the fitted curve at half-maximal effect; nearly all actives have a fitted effect of over 50% in size
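Luminescence from Kinase-Glo Plus, added after a 45-minute room-temperature reaction, served as the end-point read-out. The enzyme and substrate were preincubated with compound before ADP (130 uM final) initiated turnover. Concentration-effect curves came from normalized qHTS data.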
Numbers without * were called inactive; ? = inconclusive; nt = no result given; [ ] = remark or other dose. Unless noted, calls follow the shape of the dose curve; as a rule, active = well fitted curve in the direction sought with a large enough effect; inconclusive = small, poorly fitted or top-dose-only effect, or another doubt; inactive = no such curve, though single readings can be large; an effect the other way counts as inactive or inconclusive. Unless noted, % is scaled to controls: 0 for no effect and ±100 for the full control effect. The order is random. Share with any hit: about 7.4%.

A first look, two compounds:
smiles	AMA1-RON2 inh	LmPK inh	AmpC inh detg	Sm TGR block	HCMV inh	AmpC inh no detg	Tb PYK inh
COc1cccc(/C=N/NC(=O)CN2CC(c3ccccc3)CC2=O)c1OC (stereo not drawn)	-2%	3%	-13%	-2%	?	20%	2%
Cn1c(CNC(=O)c2ccccc2F)cc2ccccc21	5%	3%	-3%	-1%	40	-15%	1%

Main list, from the first entry:
smiles	AMA1-RON2 inh	LmPK inh	AmpC inh detg	Sm TGR block	HCMV inh	AmpC inh no detg	Tb PYK inh
COc1cccc(/C=N/NC(=O)CN2CC(c3ccccc3)CC2=O)c1OC (stereo not drawn)	-2%	3%	-13%	-2%	?	20%	2%
Cn1c(CNC(=O)c2ccccc2F)cc2ccccc21	5%	3%	-3%	-1%	40	-15%	1%
CCc1ccc(-n2c(=O)c3cccnc3n2CC(=O)NCc2ccccc2)cc1	nt	nt	0%	-8%	-38	nt	-5%
CC(=O)OCCOCn1cnn2c(=O)c(Br)c(C)nc12	5%	-3%	-1%	8%	0	-13%	1%
CCOCCCNc1ncnc2onc(C)c12	nt	nt	18%	13%	4	nt	3%
Cc1onc(-c2ccccc2)c1C(=O)NCCc1ccncc1	0%	-2%	6%	2%	-33	-16%	6%
Cc1ccc(NC(=O)COC(=O)c2cccnc2)cc1	17%	-4%	-1%	0%	15	-13%	2%
COc1ccccc1CNC(=O)CSc1nc2c(oc3ccccc32)c(=O)n1CC1CCCO1 (stereo not drawn)	-3%	nt	-3%	5%	-23	-8%	-8%
CC(C)c1ccc(NC(=O)CCNC(=O)N2C[C@H]3C[C@@H](C2)c2cccc(=O)n2C3)cc1	17%	-5%	?	0%	-1	36%	3%
Cc1cc(C)nc(NCC(O)COc2ccccc2C)n1 (stereo not drawn)	-5%	-7%	-13%	0%	-17	10%	-5%
COc1ccc(CNC(=O)CCS(=O)(=O)Cc2ccc(C)cc2)c(OC)c1	12%	-4%	4%	-1%	17	-23%	-2%
Cc1ccc(S(=O)(=O)CCC(=O)N2CCN(c3ccc([N+](=O)[O-])cc3)CC2)cc1	14%	0%	-4%	0%	0	8%	-1%
CC(C)c1cccc(-c2csc(C(O)c3cccc(Cl)c3)n2)c1 (stereo not drawn)	27%	nt	nt	nt	-24	nt	3%
Cc1nccc(-c2cccc(NC(=O)c3ccccc3Cl)c2)n1	0%	1%	1%	6%	2	115%[activator]	4%
CCOc1nc2ccccc2cc1/C=C/C(=O)O	-2%	4%	?	1%	8	-21%[11.4 µM]	2%

Reprinted at random: 6 entries already listed, in no set order.
smiles	AMA1-RON2 inh	LmPK inh	AmpC inh detg	Sm TGR block	HCMV inh	AmpC inh no detg	Tb PYK inh
CCOCCCNc1ncnc2onc(C)c12	nt	nt	18%	13%	4	nt	3%
COc1ccccc1CNC(=O)CSc1nc2c(oc3ccccc32)c(=O)n1CC1CCCO1 (stereo not drawn)	-3%	nt	-3%	5%	-23	-8%	-8%
CCOc1nc2ccccc2cc1/C=C/C(=O)O	-2%	4%	?	1%	8	-21%[11.4 µM]	2%
Cc1nccc(-c2cccc(NC(=O)c3ccccc3Cl)c2)n1	0%	1%	1%	6%	2	115%[activator]	4%
COc1cccc(/C=N/NC(=O)CN2CC(c3ccccc3)CC2=O)c1OC (stereo not drawn)	-2%	3%	-13%	-2%	?	20%	2%
Cc1cc(C)nc(NCC(O)COc2ccccc2C)n1 (stereo not drawn)	-5%	-7%	-13%	0%	-17	10%	-5%

New compounds follow:
smiles	AMA1-RON2 inh	LmPK inh	AmpC inh detg	Sm TGR block	HCMV inh	AmpC inh no detg	Tb PYK inh
COc1ccc(Cc2nc3ccc(C(=O)NCCCN4CCN(C)CC4)cc3o2)cc1	nt	nt	21%	-4%	34	nt	-9%
CCC(=O)N1c2ccccc2CC1C(=O)NCCc1ccc(Cl)cc1 (stereo not drawn)	nt	nt	7%	5%	11	nt	4%
Cc1ccc(CCNC(=O)c2c3c(nc4ccccc24)C(=O)N(C2CCCCC2)C3)cc1	nt	nt	19%	-11%	8	nt	1%
CC(=O)Nc1ccc(SCCCC(=O)c2ccccc2)cc1	3%	-3%	-9%	1%	-4	23%	-5%
CC1(c2ccc(OC(F)F)cc2)NC(=O)N(CC(=O)Nc2cccc(F)c2)C1=O (stereo not drawn)	-6%	5%	-6%	16%	19	-7%	0%
COc1ccccc1/C=C\C=N\n1c(-c2ccc(Cl)cc2Cl)n[nH]c1=S	29%	-3%	?	-2%	2	-45%	-16%
CCN(CC)C(=O)C1=C(C)N(CCCOC)C(=O)C(CC(=O)NC2CCCC2)C1 (stereo not drawn)	3%	nt	nt	nt	-16	nt	0%
O=C(c1ccc(-c2ccccc2Cl)o1)N1CCCCCCC1	?	nt	nt	nt	29	nt	-1%
CCN(CC)C(=O)C(=O)Nc1cc(C(F)(F)F)ccc1Cl	8%	2%	5%	-1%	-3	-10%	-2%
COc1cc(OC)cc(-c2nnc(SCc3cccnc3)o2)c1	-2%	-9%	2%	-1%	16	55%	2%
Cc1c(NC(=O)CSc2nnc(-c3ccccc3F)o2)c(=O)n(-c2ccccc2)n1C	-4%	nt	nt	nt	52	nt	1%
COc1ccc(NC(=O)C(=O)NNC(=O)COc2ccc(Cl)cc2)c(OC)c1	156%[activator]	-11%	2%	-5%	-31	-14%	1%
Cc1ccc(NC(=S)NC(NC(=O)c2ccccc2C)C(Cl)(Cl)Cl)c(C)c1 (stereo not drawn)	40%[activator]	-1%	-1%	26%	-26	-31%	-27%
COc1ccc(CNc2nc3nc(C)c(Cl)c(C)n3n2)cc1	6%	3%	1%	2%	3	-1%	8%
O=C(CN1CCCCCC1)Nc1c(Cl)cc(Cl)cc1Cl	19%	-2%	-7%	-14%	66	-14%	0%

smiles	AMA1-RON2 inh	LmPK inh	AmpC inh detg	Sm TGR block	HCMV inh	AmpC inh no detg	Tb PYK inh
COc1cccc(Oc2ccc(C(F)(F)F)cc2N)c1	-1%	7%	-4%	-14%	-22	-21%	-5%
Cc1cccc(NC(=O)CN2C(=O)NC3(CCCCCCC3)C2=O)c1C	-6%	nt	nt	nt	8	-2%	0%
C=C(C)c1cccc(C(C)(C)NC(=O)Nc2ccccc2OCC)c1	-13%	1%	?	7%	8	-19%	-4%
COc1ccc(C(=O)Cn2c(NCCCO)nc3ccccc32)cc1OC	-2%	0%	-13%	-1%	24	-7%	9%
Cc1cc(C)cc(SCc2noc(C(=O)NCCC(C)C)c2C(=O)NCCC(C)C)c1	24%	nt	nt	nt	-7	nt	1%
CCOC(=O)c1c(O)c2ccccc2n(CC)c1=O	2%	0%	-6%	7%	-4	-22%	2%
O=C(CN1CCN(c2ccccn2)CC1)N1c2ccccc2CCc2ccccc21	?	-4%	0%	-10%	-19	119%[activator]	14%
Cc1cc2cc(CN(CC3CCCO3)C(=O)c3cnccn3)c(=O)[nH]c2cc1C (stereo not drawn)	0%	-3%	-15%	-5%	2	-1%	1%
CCOc1cc2c(cc1OCC)C(C(=O)O)C(c1ccc(OC)c(O)c1)N(C)C2=O (stereo not drawn)	-4%	2%	?	-2%	20	-1%	3%
Cc1ccc(NC(=O)Cn2nnc(-c3nc(-c4ccncc4)no3)c2N)cc1	nt	nt	-8%	-11%	4	nt	0%
NC(=O)c1cc(S(=O)(=O)Nc2ccc(OC(F)(F)F)cc2)cs1	-9%	-1%	-9%	0%	-7	-31%	0%
CCOCCCNC(=O)/C(C#N)=C/c1ccc(-c2ccc(S(=O)(=O)N3CCOCC3)cc2)o1	3%	0%	0%	?	nt	182%[activator]	4%
CCC(C(=O)Nc1nc(C)cs1)c1ccccc1 (stereo not drawn)	-3%	1%	-7%	-11%	5	-42%	-8%
COc1ccc([N+](=O)[O-])cc1NC(=O)c1cn(-c2ccc(Cl)cc2)c(=O)c2ccccc12	16%	-3%	-2%	-1%	-37	-9%	-4%
CCOC(=O)c1c(NS(=O)(=O)c2ccccc2)n(CCCOC)c2nc3ccccc3nc12	-12%	-4%	-14%	-3%	?	-11%	-11%

smiles	AMA1-RON2 inh	LmPK inh	AmpC inh detg	Sm TGR block	HCMV inh	AmpC inh no detg	Tb PYK inh
CC(=O)Nc1ccc(NC(=O)CSc2ccccn2)cc1	-6%	-1%	-8%	0%	?	-4%	5%
CC(C)/C(=N/Nc1ccccc1[N+](=O)[O-])c1ccccc1	?	-4%	1%	3%[57.1 µM]	-24	-17%	2%
COCCNC(=O)/C(C#N)=C/c1nc(N(C)C)n(-c2ccc(F)cc2)c1Cl	-1%	5%	-1%	-9%	?	76%[activator]	2%
Cc1c(C(=S)Nc2ccccc2)cnn1-c1ccc([N+](=O)[O-])cc1	2%	7%	-2%	-9%	?	-51%	-10%
CCN(CC)CCCCCCCCOC(=O)c1cc(OC)c(OC)c(OC)c1	8%	nt	-9%	2%	29	63%[activator]	-10%
COc1ccc(NC(=O)CCSc2ccc3ccccc3n2)cc1	-2%	1%	?	0%	-23	-19%	-6%
C=C1CCN([C@@H](CC(C)C)C(=O)Nc2ccc(OC)cc2)S(=O)(=O)c2ccccc21	-4%	nt	nt	nt	36	nt	1%
CCOc1ccc(/C=C/C(=O)N(CC)CC(=O)Nc2ccc3c(c2)OCCO3)cc1OCC	5%	-6%	0%	-1%	16	-14%	9%
COc1ccc(NC(C)=O)cc1S(=O)(=O)NCc1ccc2c(c1)OCO2	9%	nt	nt	nt	-88*	nt	-5%
CN(C)CCCCCNCCCNC(=O)/C=N\O	9%	-2%	?	2%	29	-13%	-8%
CC(C)C(=O)N1CCC1(C)C(=O)Nc1ccc2cn[nH]c2c1 (stereo not drawn)	0%	nt	nt	nt	5	nt	-9%
Cc1ccc(NC(=O)c2oc3ccccc3c2COC(C)C)cc1S(=O)(=O)N1CCOCC1	-11%	nt	nt	nt	-10	-10%	-1%
O=C(CSc1ncnc2c1nnn2-c1ccc(F)cc1)NCc1ccco1	-6%	0%	-2%	-34%	-21	-32%	7%

Source: PubChem BioAssay
